Screens from PubChem.
mcGAS lum = cyclic GMP-AMP synthase inhibitors, mouse, primary biochemical chemiluminescence. Q8C6L5. recombinant cGAS, Kinase-Glo ATP depletion luminescence. inhibition, % at 12.5 µM. actives 0.15% (n = 160,000);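 also: 0% = negative control wells and 100% = reference inhibitor with no enzyme activity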
NPYLR7 ag = agonists of mosquito NPYLR7 receptor, primary screen, cell-based, Aedes aegypti, calcium fluorescence, mosquito biting behavior. Aedes aegypti neuropeptide Y-like receptor 7 (NPYLR7). HEK293T NPYLR7/Galpha15, GCaMP6s calcium fluorescence. activation, % at 10 µM. actives 0.15% (n = 270,000); in the data active = activation above about 40%;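 also: 0% = vehicle and 100% = reference agonist at the receptor; some compounds past the cut are filed as inactive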
hcGAS inh = Primary biochemical luminescence assay for human cyclic GMP-AMP synthase inhibitors | Q8N884 | AID 1259398, 2018 | recombinant h-cGAS, ATP depletion, Kinase-Glo luminescence | inhibition, % at 12.5 µM | actives 0.081% (n = 290,000);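 also: 0% = vehicle reaction and 100% = reaction without DNA for no activity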
Target sequence (Q8N884 whole entry, looked up): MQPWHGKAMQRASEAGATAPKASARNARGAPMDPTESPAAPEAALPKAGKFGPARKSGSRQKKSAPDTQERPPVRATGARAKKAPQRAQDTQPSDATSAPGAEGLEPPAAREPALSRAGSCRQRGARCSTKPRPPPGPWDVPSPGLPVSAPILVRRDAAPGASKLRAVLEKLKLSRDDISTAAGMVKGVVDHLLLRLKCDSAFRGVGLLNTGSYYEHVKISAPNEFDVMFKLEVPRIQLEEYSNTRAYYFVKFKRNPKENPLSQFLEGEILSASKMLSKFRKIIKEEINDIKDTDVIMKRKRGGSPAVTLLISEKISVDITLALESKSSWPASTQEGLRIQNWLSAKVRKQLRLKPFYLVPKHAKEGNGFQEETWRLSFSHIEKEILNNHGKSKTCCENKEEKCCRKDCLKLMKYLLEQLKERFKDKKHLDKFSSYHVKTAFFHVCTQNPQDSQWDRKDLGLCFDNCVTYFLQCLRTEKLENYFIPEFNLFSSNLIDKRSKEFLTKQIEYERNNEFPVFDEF
Starred values were filed as active, the others as inactive; · = not tested or not shown; & = joins results of further samples. Rule as the data show it, unless noted: active = inhibition above about 40%; inactive = the rest. Compounds as they come, and some 0.26% of all compounds hit somewhere here.

SMILES | mcGAS lum | NPYLR7 ag | hcGAS inh
C=Cc1ccc(Cn2c(C)c(C(=O)N(C)Cc3ccc(F)cc3)sc2=O)cc1 | · | -7 | 1
COc1ccc(C2C3C(=O)CC(C)(C)CC3=Nc3ccccc3N2C(=S)Nc2ccccc2)cc1OC (stereo not drawn) | · | -5 | -5
COc1ccc(-c2ccc3c(c2)N(Cc2cc(F)cc(F)c2)C(=O)COC3)cn1 | · | 7 | -6
O=C(c1cccc(F)c1)N1CCCC(OCc2cccnc2)C1 (stereo not drawn) | -5 | 29 | -9
CCN(CC)c1ncccc1CNC(=O)C1CCc2nn(C)c(=O)n2C1 (stereo not drawn) | -14 | 3 | 1
C=CCn1c(=NC(=O)C2=COCCO2)sc2cc(C(=O)OC)ccc21 | · | 0 | -4
O=C(c1ccccc1OC1CCN(Cc2ccc(-n3cccn3)cc2)CC1)N1CCCCC1 | -10 | 16 | -9
Cc1nnsc1C(=O)NCc1cnn2ccccc12 | -17 | 9 | -2
CC(C)CCNC(=O)NC(=O)CSc1nccn1C | · | -2 | -4
CS(=O)(=O)Oc1ccc(Cl)cc1CN(CC1CCCO1)C(=O)c1cccc(F)c1 (stereo not drawn) | -5 | 17 | -8
Cc1cc2oc(=O)cc(C)c2cc1NC(=O)C(C)(C)Oc1ccccc1 | -18 | -4 | -9
CCN1C(=O)C2(Nc3ccccc3-c3cc(C)nn32)c2ccccc21 (stereo not drawn) | -6 | 2 | -16
NCC1(CN2CCOCC2)CCCCC1 | · | 25 | -6
O=C(Nc1cccc(Cl)c1Cl)N1CCN(c2nc(Cc3ccc(Cl)cc3)ns2)CC1 | -4 | -2 | -4
O=C(O)c1cc(CCc2ccccc2)ccc1O | · | 10 | -9
COc1cn(CC(=O)Nc2cc(C)ccc2C)c(CSc2nnnn2C)cc1=O | -2 | -1 | -3
COCCCNC(=O)c1cc2cn(Cc3cccs3)cc2cn1 | · | 17 | 0
CSc1ccc(CN2CCCC(CCC(=O)Nc3ccccc3F)C2)cc1 (stereo not drawn) | -7 | 2 | -1
COc1ccc(C(=O)OCCC2CCCCN2C2=NS(=O)(=O)c3ccccc32)c(OC)c1 (stereo not drawn) | -6 | 11 | -5
Cc1nc(SCC#N)c(C#N)c(C)c1Cl | · | 6 | 3
COc1cc(Cn2c(-c3nnc(C(C)C)o3)cc3ccccc32)cc(OC)c1 | -7 | 3 | -4
CC(Oc1ccc2c(c1)OCO2)C(=O)N1CCN(c2ccc3nnc(C4CC4)n3n2)CC1 (stereo not drawn) | -9 | 2 | -1
Cc1ccc(N2C(=O)CSC2c2ccccc2NC(=O)c2ccc(Cl)cc2Cl)cc1 (stereo not drawn) | -9 | 1 | -7
COC(=O)CCc1c(C)nn(-c2ccc(C(=O)NCCc3ccccn3)cc2)c1C | -4 | 17 | -2
CCCCC(CC)COC(=O)CC(C(=O)OCC(CC)CCCC)S(=O)(=O)O (stereo not drawn) | · | -14 | 4
Cc1ccc2oc(-c3ccc(NC(=O)c4ccc(Cl)c([N+](=O)[O-])c4)cc3O)nc2c1 | -5 | -4 | -5
CCC(OC1CCCC1)C(=O)Nc1ccc(C)c(-n2nnnc2C)c1 (stereo not drawn) | · | 0 | -9
N#CCSc1ccccc1C(=O)NCc1ccccc1F | · | 0 | -8
O=C(CCS(=O)(=O)c1ccc(F)cc1)N(Cc1ccccn1)c1nc2ccccc2s1 | -6 | -3 | -6
CN1CCN(S(=O)(=O)c2ccc(Sc3ccc4ccccc4c3)nc2)CC1 | -5 | 0 | -3
CCN(CC(=O)NC(C)C)C(=O)CSc1nnc(-c2cccs2)n1-c1ccccc1 | -4 | 3 | 1
CCOc1ccc(-c2ccc(OCCNC(=O)CSCc3ccccc3)nn2)cc1 | -8 | 1 | -6
CCOc1ccc(C(=O)Nc2cc(C)nn2-c2nc3c(c(=O)[nH]2)CCC3)cc1OCC | -6 | 8 | -1
Cc1ccc2[nH]c(CCC(=O)N3CCC4(CCCO4)CC3)nc2c1C | · | 7 | 0
CCc1nc2n(n1)C(=O)C(C(c1ccc(Cl)cc1Cl)N1CCCC1)S2 (stereo not drawn) | -8 | -1 | -10
Cc1cc(C)c2c(c1)OC/C(=C\c1csnn1)C2=O | 45* | -4 | -1
COc1ccc(S(=O)(=O)N(CC(=O)Nc2ccc(F)c(Cl)c2)c2ccc(C)cc2)cc1OC | 0 | -24 | 1
COCCn1c(SCC(=O)NCc2ccccc2Cl)nc2c([nH]c3ccccc32)c1=O | -1 | -1 | 2
CCOC(=O)CC(=O)N1CCN(C(C)c2ccccc2)CC1 (stereo not drawn) | -4 | -3 | -1
Cc1cnc(NC(=O)CCNS(=O)(=O)c2c(C)c(C)c(C)c(C)c2C)s1 | -6 | -1 | 3

Shown as tab-separated lines: 17 of the compounds above.
Molecule	mcGAS lum	NPYLR7 ag	hcGAS inh
CC(Oc1ccc2c(c1)OCO2)C(=O)N1CCN(c2ccc3nnc(C4CC4)n3n2)CC1 (stereo not drawn)	-9	2	-1
Cc1ccc(N2C(=O)CSC2c2ccccc2NC(=O)c2ccc(Cl)cc2Cl)cc1 (stereo not drawn)	-9	1	-7
COC(=O)CCc1c(C)nn(-c2ccc(C(=O)NCCc3ccccn3)cc2)c1C	-4	17	-2
CCCCC(CC)COC(=O)CC(C(=O)OCC(CC)CCCC)S(=O)(=O)O (stereo not drawn)	·	-14	4
Cc1ccc2oc(-c3ccc(NC(=O)c4ccc(Cl)c([N+](=O)[O-])c4)cc3O)nc2c1	-5	-4	-5
CCC(OC1CCCC1)C(=O)Nc1ccc(C)c(-n2nnnc2C)c1 (stereo not drawn)	·	0	-9
N#CCSc1ccccc1C(=O)NCc1ccccc1F	·	0	-8
O=C(CCS(=O)(=O)c1ccc(F)cc1)N(Cc1ccccn1)c1nc2ccccc2s1	-6	-3	-6
CN1CCN(S(=O)(=O)c2ccc(Sc3ccc4ccccc4c3)nc2)CC1	-5	0	-3
CCN(CC(=O)NC(C)C)C(=O)CSc1nnc(-c2cccs2)n1-c1ccccc1	-4	3	1
CCOc1ccc(-c2ccc(OCCNC(=O)CSCc3ccccc3)nn2)cc1	-8	1	-6
CCOc1ccc(C(=O)Nc2cc(C)nn2-c2nc3c(c(=O)[nH]2)CCC3)cc1OCC	-6	8	-1
Cc1ccc2[nH]c(CCC(=O)N3CCC4(CCCO4)CC3)nc2c1C	·	7	0
CCc1nc2n(n1)C(=O)C(C(c1ccc(Cl)cc1Cl)N1CCCC1)S2 (stereo not drawn)	-8	-1	-10
Cc1cc(C)c2c(c1)OC/C(=C\c1csnn1)C2=O	45*	-4	-1
COc1ccc(S(=O)(=O)N(CC(=O)Nc2ccc(F)c(Cl)c2)c2ccc(C)cc2)cc1OC	0	-24	1
COCCn1c(SCC(=O)NCc2ccccc2Cl)nc2c([nH]c3ccccc32)c1=O	-1	-1	2

One compound at a time (already shown). Order of screens: mcGAS lum | NPYLR7 ag | hcGAS inh
CCc1nc2n(n1)C(=O)C(C(c1ccc(Cl)cc1Cl)N1CCCC1)S2 (stereo not drawn) as listed: -8 | -1 | -10
O=C(CCS(=O)(=O)c1ccc(F)cc1)N(Cc1ccccn1)c1nc2ccccc2s1 as listed: -6 | -3 | -6
CCOc1ccc(-c2ccc(OCCNC(=O)CSCc3ccccc3)nn2)cc1 as listed: -8 | 1 | -6

Continuation.
SMILES | mcGAS lum | NPYLR7 ag | hcGAS inh
CC(=O)[C@]1(O)Cc2c(O)c3c(c(O)c2[C@@H](O[C@H]2C[C@H](N)[C@H](O)[C@H](C)O2)C1)C(=O)c1ccccc1C3=O | 96* | 100* | 69*
CCOC(=O)C(C(=O)OCC)C(CC(=O)C1CC1)c1ccccc1 (stereo not drawn) | · | 1 | -8
CSC(C)CCN1CCc2cc(-c3ccc(N4CCOCC4)cc3)cnc21 (stereo not drawn) | · | 28 | -8
O=S(=O)(c1c(Cl)cccc1Cl)N(Cc1ccccc1F)C1CC1 | · | -2 | -3
C=CCN(CC(=O)N1N=C(c2ccccc2)CC1c1ccc(F)cc1)C1CCCC1 (stereo not drawn) | 0 | -8 | 2
Cc1noc(C)c1CSCC(=O)Nc1ccc2c(c1)CCC2 | -1 | 3 | 1
CC1(Cc2cccc(F)c2)C(=O)Nc2c(Cl)cccc21 (stereo not drawn) | -2 | 1 | -2
COc1c2occc2c(O)c2c(=O)cc(C)oc12 | -3 | -1 | -9
CCCS(=O)(=O)N(C)C1CCc2nn(CC3CC3)c(=O)n2CC1 (stereo not drawn) | -7 | · | -15
Oc1cccc(Nc2nccc3[nH]c(-c4ccccc4)nc23)c1 | -7 | -1 | -1
CC(=O)c1sc(=Nc2ccc(C)cc2C)n(CCO)c1C | -7 | -5 | -5
O=C1C(=S(O)c2ccc(Cl)cc2)C(=O)c2cccc3cccc1c23 (stereo not drawn) | · | 2 | -2
c1ccc(-c2noc3nc(NC4CCc5ccccc54)ccc23)cc1 (stereo not drawn) | -4 | 6 | -1
CC1SC(=N)N(c2ncc(Cc3ccc(Cl)cc3)s2)C1=O (stereo not drawn) | -7 | -3 | -6
Cc1nc(CNC(=O)CCc2ccccc2O)cs1 | -15 | -2 | -5
O=S(=O)(N1CCCC1)N1CCC(n2cc(CN3CCCC3)nn2)CC1 | -12 | 31 | -8
CCOC(=O)N1CCN(C(c2ccc(C)cc2)C2Sc3nc(C)nn3C2=O)CC1 (stereo not drawn) | · | 0 | -6
COc1cc(Cl)c(C)cc1NCC(=O)N1CCc2ccccc2C1 | · | 0 | -2
CC1=NNc2nc3c(c(=O)n(Cc4cc(C)ccc4C)c(=O)n3C)n2C1 | -2 | -5 | 5
CC1CCN(Cc2csc(NC(=O)CNC(=O)c3ccc(F)cc3)n2)CC1 | -8 | 0 | -4
COc1ccccc1C(=O)C1CCCN(C(=O)c2cccc(N3CCOCC3)c2)C1 (stereo not drawn) | -4 | 2&3 | -9&-2
Cc1nnc(CN(CCN2CCOCC2)c2ccccc2)o1 | · | -1 | -7
O=C(CSc1ncccn1)NC(=O)NC12CC3CC(CC(C3)C1)C2 | · | -2 | 3
O=C1c2ccccc2C(=O)N1CC1CC2C=CC1C2 (stereo not drawn) | · | 3 | -7
C=CCn1c(SCC#N)nc2sc3c(c2c1=O)CCCCC3 | -6 | 11 | -3
Cc1nn(C)cc1-c1ccnc(NCC(C)Oc2cccnc2)n1 (stereo not drawn) | · | 6 | -1
CC(C)(CNC(=O)CCc1ccco1)c1ccc(Br)cc1 | · | 3 | -12
CCc1[nH]c2ccc(CNC(=O)c3cn(C(C)C)cc(C(=O)OC)c3=O)cc2c1C | -13 | 4 | -6
Cc1ccc(-c2nnn(C(C)C(=O)N(CCC#N)c3ccccc3)n2)cc1 (stereo not drawn) | · | -1 | 8
Cc1scc(C(=O)N2[C@@H]3CC[C@H]2CNC(=O)C3)c1-c1ccccc1 | -16 | 8 | -5
CCS(=O)(=O)NCCN1CCC(C(F)(F)F)(C(F)(F)F)C1 | · | -6 | -5
Cc1ccc(C(=O)N2CCN(C(C(=O)N3CCCCC3C)C3CCCC3)CC2)cc1[N+](=O)[O-] (stereo not drawn) | -5 | 10 | -4
Cc1c(C(=O)NCCc2ccccn2)cc(-c2ccc(Cl)cc2)n1-c1ccc(F)cc1 | -6 | -3 | -6
CCn1ccnc1CC1COc2ccccc2O1 (stereo not drawn) | -3 | 3 | -2
CC(C)N(CC(=O)N1c2ccccc2-n2cccc2C1c1cccc(Cl)c1)C(=O)c1ccc(C(F)(F)F)cc1 (stereo not drawn) | -2 | -1 | 0
O=C(c1cccc(F)c1)N(Cc1nccn1Cc1ccc(Cl)c(Cl)c1)CC1CC1 | -10 | 18 | -9
CC1=C(C(=O)OC2CCCC2)C(c2ccc(Cl)c(Cl)c2)NC(=O)N1C (stereo not drawn) | -5 | 1 | -3
COc1ccc(/C=C2\C=C(c3ccccc3)N(c3ccccc3)C2=O)cc1Br | 1 | -1 | 0
Cc1c(CN2CCN(CC3CCCCC3)C(CCO)C2)cnn1C (stereo not drawn) | · | -5 | 2
CCC(C)C(=O)N1CCN(c2cc(S(=O)(=O)N3CCCC(C)C3)ccc2OC)CC1 (stereo not drawn) | -6 | 1 | -6
CCN(C(C)c1ccc(C#N)cc1)S(=O)(=O)c1ccc(Cl)c(Cl)c1 (stereo not drawn) | · | 4 | -4
Cc1ccc(-n2nnc3c(N4CCN(C(=O)CC5CCCCC5)CC4)ncnc32)cc1 | -6 | -2 | -4
C=CCCOC(=O)N1C[C@@H](C(N)=O)[C@@H]2Oc3ccccc3[C@@H]21 | -4 | 3 | 4
CC1=NN(CC=Cc2ccccc2)c2nc3c(c(=O)n(C)c(=O)n3C)n2C1C (stereo not drawn) | · | -1 | 0
COc1ccc(/C=C2\Oc3c(ccc4c3CN(CC3CCCO3)CO4)C2=O)cc1OC (stereo not drawn) | -6 | 88* | -5
